Screens as filed in PubChem.
ERa coact inh: ER-alpha (human) coactivator binding inhibition. inhibition, % at 25.6 µM. actives 1.7% (n = 86,000). TR-FRET ER-alpha LBD / SRC-1 peptide, estradiol-bound; in the data active = inhibition above about 50%;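 note: 0% = receptor plus peptide control and 100% = peptide only without receptor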
ERa coact pot: ER-alpha (human) coactivator binding potentiation. P03372. TR-FRET ERalpha-LBD/SRC-Cy5 coactivator binding, 2 h; 100 = basal binding, no effect. AID 639. coactivator binding (% of control), % at 25.6 µM. actives 1.3% (n = 86,000); in the data active = activity above about 200%;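 note: binding measured in presence of low estradiol as agonist stimulus; 0% = peptide alone without receptor and 100% = receptor with peptide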
ERb coact inh: ER-beta (human) coactivator binding inhibition; Q92731; TR-FRET ER-beta LBD / SRC1-Cy5 peptide binding; receptor agonist-loaded with 1 µM estradiol; inhibition, % at 25.6 µM; actives 1.3% (n = 86,000); AID 633;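 active = compounds whose percent inhibition of the receptor-coactivator binding signal exceeds about 50% in the single-dose screen, limit read from the data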;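 note: 0% = receptor plus peptide wells without compound and 100% = peptide-only wells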
Target sequence (Q92731 whole entry, looked up, the tested form may be a part): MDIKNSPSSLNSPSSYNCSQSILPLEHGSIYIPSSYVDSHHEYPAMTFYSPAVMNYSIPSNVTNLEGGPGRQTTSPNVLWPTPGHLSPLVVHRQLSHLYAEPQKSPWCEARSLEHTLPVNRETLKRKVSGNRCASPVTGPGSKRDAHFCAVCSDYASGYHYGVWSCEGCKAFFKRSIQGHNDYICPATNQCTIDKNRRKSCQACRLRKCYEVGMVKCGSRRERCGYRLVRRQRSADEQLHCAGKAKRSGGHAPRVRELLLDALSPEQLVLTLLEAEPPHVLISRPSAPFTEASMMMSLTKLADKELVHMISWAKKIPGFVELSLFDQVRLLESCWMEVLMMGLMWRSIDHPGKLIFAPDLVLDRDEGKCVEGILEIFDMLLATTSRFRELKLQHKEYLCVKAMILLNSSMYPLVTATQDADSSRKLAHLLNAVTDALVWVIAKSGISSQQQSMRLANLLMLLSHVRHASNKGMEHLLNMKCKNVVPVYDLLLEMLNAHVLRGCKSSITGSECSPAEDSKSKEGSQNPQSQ
* = called active by the depositor; [ ] = dose if it differs, or a comment. Only part of the results is shown. The share of hits here may be higher or lower than overall.

ERa coact inh | ERa coact pot | ERb coact inh | Molecule
-7 | 119 | -13 | CC1Cc2ccccc2N1C(=O)CCn1c(=O)sc2ccccc21 (centres undefined)
-9 | 117 | 0 | CCOc1cccc(NC(=O)c2ccc(S(=O)(=O)N3CCCC3)cc2)c1
23 | 113[fluorescence artefact?] | 14 | c1nc(NC2CCCCC2)c2[nH]cnc2n1
-3 | 116 | -4 | CCSc1nnc(Cc2cc(=O)[nH]c(=O)[nH]2)n1-c1ccc(Cl)cc1
-7 | 101 | 3 | COC(=O)C(C)Sc1ccc2nnc(-c3cccc(F)c3)n2n1 (centres undefined)
59*[fluorescence artefact?] | 62 | 53* | Cc1nn(-c2ccccc2)c(C)c1NC(=O)Cc1cccs1
3[fluorescence artefact?] | 104[fluorescence artefact?] | 8[fluorescence artefact?] | Cc1ccnc(SCCn2c(Br)nc3c2c(=O)n(C)c(=O)n3C)n1
12 | 93[fluorescence artefact?] | 37[fluorescence artefact?] | CC1CCN(C(=O)CSc2nc3ccccc3[nH]2)CC1
-7 | 141 | 56*[fluorescence artefact?] | CC(NC(=O)C1CC1)C(c1cccs1)N1CCN(c2ccccc2)CC1 (centres undefined)
0 | 107 | -1 | Cc1cccc(-n2ncc3c(NCc4cccnc4)ncnc32)c1
3[fluorescence artefact?] | 96 | 8[fluorescence artefact?] | Cc1nccc2[nH]c(=O)c(C(=O)NC3CCN(Cc4ccccc4)CC3)cc12
-2 | 117 | -4 | CCCCN1C(=O)C(O)(CC(=O)c2ccccc2OC)c2ccccc21 (centres undefined)
-13 | 119 | 1 | O=C(CN1CCOc2ccccc21)N1CCCC1
1 | 98[fluorescence artefact?] | 1[fluorescence artefact?] | C=CCn1c(=O)c(C(=O)Nc2nnc(C)s2)c(O)c2ccccc21
4 | 112[fluorescence artefact?] | -10[fluorescence artefact?] | Cn1c(Cn2c(=O)sc3ccccc32)nnc1SCC(=O)N1CCOCC1
-5 | 120 | -6 | Cc1cc(Nc2ccccc2F)n2nc(C)nc2n1
-1 | 106 | 3 | O=C(CSc1nnnn1C1CCCCC1)Nc1cccc(NC(=O)c2ccco2)c1
5 | 141 | -9 | COc1cc(NC(=O)c2onc(C)c2Cl)c(OC)cc1Cl
-5 | 98 | 11 | CCN(CC)C(=O)C1CCCN(c2ncnc3c2cnn3-c2ccc(Cl)cc2)C1 (centres undefined)
2 | 106 | -3[fluorescence artefact?] | COc1ccc(-n2ncc3c(N4CCCCC4)ncnc32)cc1
-3 | 110 | -2 | CC(C)OC(=O)c1nnc(Cc2ccc(Cl)cc2)o1
-4 | 116 | -6 | COCCCNC(=O)c1ccc(Cn2c(=O)[nH]c3ccccc3c2=O)cc1
-35 | 98 | -40 | CN(C(=O)c1ccc(NC(=O)c2cnccn2)cc1)C1CCCCC1
-6 | 97 | -4 | Cn1c(C(=O)N2CCN(c3ccccc3F)CC2)cc2c(=O)n(C)c3ccccc3c21
-8[fluorescence artefact?] | 117[fluorescence artefact?] | -2 | COc1cc(-c2nnc(-c3ccco3)o2)ccc1OCc1ccccc1
-4 | 80 | 30 | CCOC(=O)c1sc(=S)n(-c2cc(OC)ccc2OC)c1N
6 | 79 | 17 | CCOC(=O)c1c(NC(=O)c2cc(C3CC3)on2)sc2c1CCCC2
7 | 90[fluorescence artefact?] | 20 | Cc1cc(/C=N/n2cnnc2)c(C)n1-c1ccc2ncccc2c1
2 | 124 | -1 | CC1(C)SC2[C@H](NC(=O)C(NC(=O)N3CCNC3=O)c3ccccc3)C(=O)N2C1C(=O)O (some centres undefined)
-3 | 118 | -4 | Cn1c(Cn2c(=O)sc3ccccc32)nnc1SCC(N)=O
5 | 88 | 10 | C=CCSc1nnc(Cn2c(=O)sc3ccccc32)n1C
-5 | 103 | -3 | Cc1ccc2c(c1)N(CCCC(=O)NCc1cccnc1)C(=O)CO2
51*[fluorescence artefact?] | 146[fluorescence artefact?] | 38[fluorescence artefact?] | CC(C)Cn1c(=O)c(C(=O)Nc2ccncc2)c(O)c2ccccc21
-1 | 106 | -1[fluorescence artefact?] | CCN(CC)C(=O)c1sc2nc(-c3cccs3)cc(-c3cccs3)c2c1N
-10 | 120 | -10 | CC1CCCCC1NC(=O)c1nnc(Cc2ccc(Cl)cc2)o1 (centres undefined)
25[fluorescence artefact?] | 156[fluorescence artefact?] | 17[fluorescence artefact?] | COC(=O)c1ccccc1NC(=O)c1cc(-c2cccc(OC)c2)on1
-3 | 108 | 9 | O=C1N[C@@H](Cc2cnc[nH]2)C(=O)N2CCC[C@@H]12
-5 | 98 | -6 | CCC(=O)N1c2ccccc2-c2nnc(SC)nc2OC1c1ccc(N(C)C)cc1 (centres undefined)
2 | 133 | -7 | COc1ccc(CNC(=O)c2onc(C)c2Cl)cc1
-2 | 108 | -1[fluorescence artefact?] | COC(=O)c1ccc2c(c1)N(C)CCS2
-5 | 102 | -1 | Cc1nnc(Nc2ccccn2)c2ccccc12
2 | 111 | 1 | CCSc1nc(-c2cccs2)nc2c1c(=O)n(C)c(=O)n2C
-1 | 127 | 2 | Cn1c(=O)c2c(ncn2CC(O)CO)n(C)c1=O (centres undefined)
-4 | 94 | 0 | Cc1cc2cc(CNC(=O)c3ccc(S(=O)(=O)N4CCOCC4)cc3)ccc2[nH]1
-2 | 119 | 5 | CCOC(=O)c1c(C)n(C)c2ccc(O)c(S(=O)(=O)c3ccccc3)c12
-7 | 298* | -1 | C[C@]12CC[C@@H]3c4ccc(OC(=O)c5ccccc5)cc4CC[C@H]3[C@@H]1CC[C@@H]2O
-6 | 775*[fluorescence artefact?] | 1 | CCSC(SCC)[C@H](O)[C@@H](O)[C@H](O)[C@H](O)CO
-6 | 99 | -11 | CCOC(=O)C1CCN(C(=O)c2ccc(Cl)c(NC3=NC4CS(=O)(=O)CC4S3)c2)CC1 (centres undefined)
-1 | 84 | 7 | COc1ccc(N2CCN(Cc3nc4c(c(=O)[nH]c(=O)n4C)n3Cc3cccc(Cl)c3)CC2)cc1
-1 | 88 | -4 | CCSc1nnc(Cn2c(=O)sc3ccccc32)n1-c1ccccc1C

Other results follow.
ERa coact inh | ERa coact pot | ERb coact inh | Molecule
1 | 97 | 6 | Cc1cc2cc(CNC(=O)Cc3cccs3)ccc2n1C
-1 | 98 | -3 | OC[C@H]1O[C@@H](n2cnc3c(Nc4ccccc4)ncnc32)[C@H](O)[C@@H]1O
-1 | 91 | 10[fluorescence artefact?] | CN(C)CCCN1C(=O)C(O)=C(C(=O)c2cc3ccccc3o2)C1c1ccccn1 (centres undefined)
2 | 98 | -2 | CC(=O)OCC(=O)[C@H]1CC[C@H]2[C@@H]3CC=C4C[C@@H](O)CC[C@]4(C)[C@H]3CC[C@]12C
-1 | 131 | 0 | Cc1ccc2c(c1)N(CCCC(=O)NCCCN1CCCC1=O)C(=O)CO2
9 | 75 | 8[fluorescence artefact?] | NC(=O)C1CCCNC1 (centres undefined)
19[fluorescence artefact?] | 161 | 24[fluorescence artefact?] | CCCCn1c(-c2nonc2NC(=O)c2ccccc2Cl)nc2ccccc21
52* | 102[fluorescence artefact?] | 2[fluorescence artefact?] | Cc1onc(-c2ccccc2Cl)c1C(=O)NCc1cccnc1
-2 | 83[fluorescence artefact?] | 9 | CCN(c1ccccc1)c1cc(C)nc2nc(C)nn12
3 | 106[fluorescence artefact?] | 2 | CC(C)n1c(SCC(=O)N2CCCc3ccccc32)nc2c1c(=O)n(C)c(=O)n2C
-4 | 88 | -3[fluorescence artefact?] | COc1ccc(/C(O)=C2\C(=O)C(=O)N(CCN(C)C)C2c2cccc(OC)c2OC)cc1 (centres undefined)
-5 | 104 | -10 | CNCCCC1c2ccccc2C=Cc2ccccc21
-2 | 136 | -9 | O=C(Nc1nnc(-c2ccc(Cl)cc2)o1)C1CCCCC1
11[fluorescence artefact?] | 83 | 8[fluorescence artefact?] | CN(C)Cc1cc(C(C)(C)c2cc(CN(C)C)c(O)c(CN(C)C)c2)cc(CN(C)C)c1O
9[fluorescence artefact?] | 109 | 6[fluorescence artefact?] | CC1(C)Cc2c(sc3nc(SCC#N)n(C4CCCCC4)c(=O)c23)CO1
-7 | 118 | -6 | CC1CCCN(c2nc3c(c(=O)[nH]c(=O)n3C)n2CCSc2ncccn2)C1 (centres undefined)
-1 | 115 | 3 | C[N+](C)(C)CCOP(=O)([O-])OC[C@H](O)CO
-6 | 102 | -3 | CCOc1cc2[nH]c(=S)n(CCCN3CCN(C)CC3)c(=O)c2cc1OCC
6 | 148 | 7 | COc1ccc(-c2cc3nc4c(c(N5CCC6(CC5)OCCO6)n3n2)CCCC4)cc1
-5[fluorescence artefact?] | 93 | 0 | COc1cccc(Cn2c(NCc3ccco3)nc3c2c(=O)n(C)c(=O)n3C)c1
69*[fluorescence artefact?] | 37[fluorescence artefact?] | 35[fluorescence artefact?] | COCCCn1c(=N)c(C(N)=S)cc2c(=O)n3cccc(C)c3nc21
17[fluorescence artefact?] | 182 | 17 | CC(C)c1c(C#N)c(N)nc(SCC(=O)c2cc3ccccc3oc2=O)c1C#N
-25 | 108 | -30 | COc1ccccc1NC(=O)CN1CCN(CC(=O)Nc2ccccc2F)CC1
14 | 88 | 16[fluorescence artefact?] | CCOC(=O)c1cnc2nc[nH]n2c1=O
-1 | 99 | -9 | COCCn1c(NCc2ccc(C)cc2)nc2c1c(=O)[nH]c(=O)n2C
16 | 99 | -5 | Nc1nc(Cl)nc2c1ncn2[C@@H]1O[C@H](CO)[C@@H](O)[C@H]1O
4[fluorescence artefact?] | 110 | -12[fluorescence artefact?] | O=C(Nc1nnc(CC(=O)N2CCCC2)s1)c1cnccn1
8 | 118[fluorescence artefact?] | 0 | CCOc1cccc2cc(-c3csc(NC(=O)CCC(=O)N4CCN(C)CC4)n3)c(=O)oc12
7 | 110 | 3[fluorescence artefact?] | COC(=O)c1ccc(N=c2sc(C(=O)OC)cc(=O)n2C)cc1
-2[fluorescence artefact?] | 158 | -3 | C=CCSc1nc2sc(C)c(C)c2c(=O)[nH]1
-6 | 104 | -1 | Cc1ccc(N2CCN(C(=O)C3CCN(S(=O)(=O)c4cccc5nsnc45)CC3)CC2C)cc1 (centres undefined)
2 | 112 | 0[fluorescence artefact?] | Clc1ccccc1Cn1nnc2c(NCCN3CCOCC3)ncnc21
1 | 103 | -4 | COc1cccc(C2c3c(oc4ccccc4c3=O)C(=O)N2CCCN2CCOCC2)c1OC (centres undefined)
-3 | 110 | -7 | Cc1nc(SCN2C(=O)c3ccccc3C2=O)n[nH]1
-4 | 99 | -1 | NC(N)=NS(=O)(=O)c1ccc(N)cc1
-1 | 105 | -6 | Cc1ccc2cc3cc(C(=O)N(C)C4CCCCC4)oc3nc2c1
-1 | 114 | 4 | CCCNC(=O)NS(=O)(=O)c1ccc(Cl)cc1
0 | 86 | 9 | Cc1ccc(/C(O)=C2\C(=O)C(=O)N(CC(C)O)C2c2cccc(F)c2)cc1 (centres undefined)
2 | 101 | 0 | CN(C)S(=O)(=O)N1CCC(Cc2ccccc2)CC1
11 | 106 | -7 | O=C(Nc1cnn(Cc2ccc(Cl)cc2Cl)c1)c1noc2c1CCCC2
3 | 109 | -3 | O=C1C(=O)N(CCN2CCOCC2)C(c2ccncc2)/C1=C(/O)c1ccc2c(c1)OCO2 (centres undefined)
5 | 96 | 14 | CCCn1c(=O)c2[nH]c(C3CCCC3)nc2n(CCC)c1=O
-7[fluorescence artefact?] | 94 | -7[fluorescence artefact?] | Cc1cc(N2CCOCC2)nc2cc(O)ccc12
-1 | 119 | 18 | CCC[C@@H]1C[C@@H](C(=O)N[C@H]([C@@H](C)O)[C@H]2O[C@H](SC)[C@H](O)[C@@H](O)C2O)N(C)C1 (some centres undefined)
-5 | 122[fluorescence artefact?] | 0[fluorescence artefact?] | O=C(CCCn1c(=O)[nH]c2ccccc2c1=O)N1CCN(c2ccccn2)CC1
-6 | 96 | 1 | O=C(C1CCN(Cc2ccccc2)CC1)N1CCCC1
-3 | 114 | -10 | CCOc1ccccc1C(=O)Nc1cc(=O)n(C)c(=O)n1C
